Screening results (PubChem BioAssay)
M1AAP inhibition: P. falciparum M1AAP inhibitors, biochemical, fluorogenic H-Leu-NHMec substrate, 1536-well (AID 1445). recombinant M1AAP, H-Leu-NHMec fluorogenic kinetic assay; higher % means a stronger effect. inhibition, % at 30 µM; hits with a dose series show IC50 in µM. 220,000 compounds, 0.42% hits;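 active = primary inhibition above the hit cutoff, then over 50% inhibition at one or more dose response concentrations, cut at about 23% in these data, passing the limit was not always enough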;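 also: plate controls were DMSO full reaction for no effect and no enzyme background for full effect; strong numbers were not always called active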
NOD1 inhibition: NOD1 signaling inhibitors, primary screen, cell-based, luminescence, uHTS (AID 1578). inhibition, % at 4 µM, or EC50 in µM where a hit was titrated. 290,000 compounds, 1% hits. NOD1-driven NF-kB luciferase reporter cells, luminescence; higher % means a stronger effect; in the data active = inhibition mostly above about 36%, no sharp cut-off; inactive = mostly below about 34%;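 also: HEK-293T reporter cells stimulated with the NOD1 agonist gamma-tri-DAP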
KOR beta-arrestin-1: KOR antagonists, beta-arrestin recruitment, cell-based, luminescence, uHTS (AID 1778). 290,000 compounds, 0.091% hits. one-dose inhibition, % at 10 µM; IC50 in µM for titrated hits. KOR beta-arrestin recruitment, luminescence, antagonist mode; higher % means a stronger effect; also: strong numbers were not always called active
GPR55 activation: GPR55 agonists via beta-arrestin recruitment, primary screen, imaging, U2OS cells, beta-arrestin-GFP redistribution (AID 1961) | U2OS GPR55 beta-arrestin-GFP redistribution imaging; higher % means a stronger effect | 290,000 compounds, 0.048% hits | activation, % at 10 µM, or EC50 in µM where a hit was titrated;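 active = activation above 40% with more than 50 cells counted in the well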;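 also: U2OS osteosarcoma cells stably expressing GPR55 and beta-arrestin-GFP; plate controls were DMSO negative control for no effect and LPI positive control for full effect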
Dynein transport: dynein cargo transport inhibition. 3617.4 mouse cells, GR-EGFP nuclear translocation imaging; test concentration mostly 20 µM; stimulated with dexamethasone, 1 µM; active compounds read low. z-score, hits read low. 220,000 compounds, 0.47% hits;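 active = plate z-score of nuclear minus cytoplasmic receptor signal below a set negative limit, without overly bright fluorescence or cell loss, cut at about -3.5 in these data, passing the limit was not always enough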;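 also: z-score of nuclear minus cytoplasmic ring GR-EGFP intensity difference per well; some compounds called inactive have numbers as strong as hits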
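Buffer or medium: tetracycline-free induction medium containing charcoal-stripped FBS / Reagent: dexamethasone agonist, 1.0 µM final, for 30 min / Technique: automated 10x imaging of fixed Hoechst-stained cells / Times: induction 48 h, compound 1 h, agonist 30 min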
KOR beta-arrestin-2: KOR agonists, beta-arrestin recruitment, primary screen, cell-based, luminescence, uHTS (AID 1777). KOR beta-arrestin recruitment, luminescence; higher % means a stronger effect. activation, % at 10 µM, or EC50 in µM where a hit was titrated. 280,000 compounds, 0.02% hits; in the data active = activation above about 50%, passing the limit was not always enough; also: a part of the inactive calls stands beside numbers as strong as those of hits
AID2073: disruptors of CaV2.2 binding to Mint1 – biochemical, HTRF (AID 2073); 290,000 compounds, 0.19% hits; HTRF protein-protein interaction, Mint1-CaV2.2; higher % means a stronger effect; one-dose inhibition, % at 20 µM; IC50 in µM for titrated hits; in the data active = inhibition mostly above about 51%, no sharp cut-off; also: some results filed as inactive read as strong as hits
HEK293 NOD2/NF-kB: NOD2 signaling inhibitors, cell-based, luminescence, uHTS, HEK293 (AID 1566); HEK293 NOD2/NF-kB luciferase reporter, luminescence; higher % means a stronger effect; inhibition, % at 4 µM, or EC50 in µM where a hit was titrated; 290,000 compounds, 0.63% hits; also: many of its hits are not listed in these tables
M17LAP inhibition: P. falciparum M17LAP inhibitors, primary screen, biochemical, fluorogenic H-Leu-NHMec substrate, 1536-well (AID 1619); recombinant M17LAP, H-Leu-NHMec fluorogenic kinetic assay; higher % means a stronger effect; inhibition, % at 30 µM, or IC50 in µM where a hit was titrated; 220,000 compounds, 0.38% hits;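 active = compound inhibiting the enzyme by more than half at any dose during confirmatory dose-response retesting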;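 also: plate controls were full reaction with DMSO carrier for no effect and no enzyme background for full effect; strong numbers were not always called active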
Dynein transport cytoplasmic EGFP: second read-out of Dynein transport, no call of its own (marks repeat the call); z-score; measured here: cytoplasmic GR-EGFP intensity; active compounds read high
Dynein transport nuclear GR-EGFP: further read-out of Dynein transport, marked with its call; z-score; measured here: nuclear GR-EGFP intensity;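 lower value marks the stronger effect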
Dynein transport cell count: recorded beside Dynein transport, whose call it bears; z-score; measured here: cell count per field
The depositor's hits bear a star; · = no result given; [ ] = remark or other dose. Rule as the data show it, unless noted: active = inhibition above about 50%; inactive = the rest. Some of the compounds tested; rates above refer to the full screens.

SMILES	M1AAP inhibition	NOD1 inhibition	KOR beta-arrestin-1	GPR55 activation	Dynein transport	Dynein transport cytoplasmic EGFP	Dynein transport nuclear GR-EGFP	Dynein transport cell count	KOR beta-arrestin-2	AID2073	HEK293 NOD2/NF-kB	M17LAP inhibition
Cc1cccc(C)c1NC(=O)CN(C)c1ccc(C(F)(F)F)cn1	4%	32%	-32%	-0.3%	0.48	-0.22	0.57	-0.93	8.1%	-3%	2%	17%
CCC(=O)Nc1ccc(NC(=O)c2ccccc2Cl)nc1	-3%	-26%	-1%	-0.1%	0.43	-0.25	-0.033	0.087	3.6%	4%	3%	-3%
CC1CN(C(=O)c2c([N+](=O)[O-])cnn2C)CC(C)O1 (stereo not drawn)	3%	27%	-8%	0.0%	-0.36	1.1	0.27	0.48	-5.4%	0%	17%	-5%
CC(=O)c1sc(NC(=O)c2ccc(Cl)cc2)nc1C	-8%	-2%	2%	-0.1%	2	-0.2	1.9	-1.8	-1.8%	23%	-79%	-2%
COc1ccc(N2Cc3ccc(C(=O)N/N=C\c4ccc(O)cc4O)cc3C2)cc1	·	-12%	-7%	-0.1%	·	·	·	·	3.0%	69%	2%	·
O=C(COc1ccc(S(=O)(=O)N2CCCCC2)cc1)NCc1cccnc1	4%	-8%	24%	-0.2%	0.13	-0.089	0.46	0.18	-3.8%	2%	16%	-9%
Cc1cccn2c(CNCC3OCCc4ccccc43)c(C(=O)N3CCCCC3)nc12 (stereo not drawn)	-1%	-34%	-17%	-0.3%	0.11	0.042	0.22	-0.42	-5.4%	-3%	4%	0%
CN1CC(=O)Nc2ccc(F)cc2C1=O	-7%	-16%	28%	-0.1%	-0.66	-0.2	-0.029	-0.78	7.5%	1%	-2%	0%
CCCCN(C)Cc1c(C)[nH]c2ccccc2c1=O	4%	-28%	-4%	0.1%	0.11	-0.26	0.19	-0.013	-0.7%	6%	13%	10%
CC(=O)Nc1sc(N/N=C\c2cccc(Cl)c2)nc1-c1cccs1	9%	-8%	23%	0.2%	-1.6	-0.18	-0.51	0.017	-4.9%	7%	4%	13%
CC(C)(C)c1ccccc1OCC(=O)NCCCn1ccnc1	·	-7%	-26%	0.7%	·	·	·	·	3.2%	8%	4%	·
O=C(NCCCN1CCOCC1)c1ccc(CS(=O)(=O)c2c(Cl)cccc2Cl)o1	3%	-26%	-6%	0.2%	-0.1	0.12	0.33	-0.051	-3.4%	-1%	3%	5%
COc1ccc(-c2nnc(SCc3ccc(C(=O)O)cc3)o2)cc1OC	·	-14%	-17%[20 µM]	0.1%	·	·	·	·	-3.1%	1%	-3%	·
COc1ccccc1NC(=O)CSc1nnc(CNC(=O)c2ccco2)o1	7%	3%	21%	-0.2%	-0.27	1.1	-0.063	-0.49	3.3%	-4%	8%	-4%
O=C(C1CCC1)N1CCN(c2ccnc3cc(Cl)ccc23)CC1	2%	4%	4%	-0.2%	1.2	-0.16	1.1	-1.6	·	15%	10%	7%
CCCC(=O)Oc1ccc(C2NC(=O)c3ccccc3O2)cc1OC (stereo not drawn)	·	12%	-5%[20 µM]	0.0%	·	·	·	·	-2.2%	9%	6%	·
c1cnc(SCCCOc2ccc3ccccc3c2)nc1	0%	-66%	-8%	0.4%	1.6	-0.16	1.3	-1.4	-1.3%	5%	-24%	3%
Cc1cc(C)nc(SCc2ccc(C(=O)NNC(=O)Nc3cccc(Cl)c3)cc2)n1	3%	14%	-16%	0.0%	-0.3	-0.27	-0.11	0.53	0.0%	4%	23%	7%
CSCC[C@H](N)C(=O)N1CCC(C(=O)N[C@H](C)C(=O)Nc2ccc(C(C)C)cc2)CC1	·	-14%	-5%	-0.1%	·	·	·	·	4.1%	22%	15%	·
COc1ccc(-n2nnnc2SCC(=O)Nc2nnn(C)n2)cc1	12%	4%	-20%	0.0%	-0.097	-0.19	-0.032	0.91	-3.0%	-3%	2%	3%
CC(C)CCNc1nc(N)c([N+](=O)[O-])c(NCC2CCCO2)n1 (stereo not drawn)	12%	-14%	-67%	-0.2%	1.1	-0.19	0.44	-0.22	3.8%	17%	15%	25%
Cn1c2ccc(CC(=O)O)cc2c2cc(CC(=O)O)ccc21	2%	-13%	-7%	-0.2%	0.98	-0.17	0.41	-0.81	0.2%	3%	-1%	11%
CSc1nc(Oc2ccc3ccccc3c2)c2sccc2n1	3%	4%	2%	-0.2%	0.48	-0.2	-0.33	0.93	0.6%	1%	-19%	-13%
CCCc1nc2ccccc2n1CCOc1ccccc1	10%	-47%	3%	-0.1%	0.14	-0.15	-0.11	0.69	1.6%	18%	-17%	0%
CC(C)c1ccc(NC(=O)C2CC(=O)Nc3nc4ccccc4n32)cc1 (stereo not drawn)	4%	2%	·	0.0%	-0.81	-0.26	-0.022	-0.077	·	-2%	14%	5%
Cc1ccccc1/C=C\c1nc2ccccc2c(=O)[nH]1	6%	-41%	-335%[20 µM]	-0.1%	0.16	-0.31	-0.25	0.53	0.3%	22%	-153%	11%
CC(=O)c1cccc(NC(=S)NC(=O)c2cccc(C)c2)c1	1%	-2%	22%	-0.1%	0.82	-0.19	0.08	-0.39	-3.1%	-13%	-75%	9%
NC(=O)c1ccc(C(=O)N/N=C/c2cccc(Oc3ccccc3)c2)cc1	·	-29%	8%	-0.1%	·	·	·	·	-1.6%	11%	-20%	·
CC(NC(=O)c1ccc(Br)o1)c1ccccc1 (stereo not drawn)	5%	-11%	11%[20 µM]	0.2%	-0.14	0.1	0.025	0.29	-3.3%	-5%	23%	4%
CCCCCn1c(=N)c(S(=O)(=O)c2ccc(Cl)cc2)cc2c(=O)n3cccc(C)c3nc21	·	-4%	-20%	-0.1%	·	·	·	·	0.6%	15%	-22%	·
CCOC(=O)c1cc(C)sc1NC(=O)CSC1=NCCS1	·	-24%	-19%	0.6%	·	·	·	·	2.4%	2%	3%	·
O=S(=O)(c1cnccc1N1CCN(/N=C/c2ccccc2)CC1)N1CCCCC1	0%	7%	-18%	-0.1%	0.22	-0.17	0.28	0.75	4.4%	-16%	12%	9%
COc1ccc2ccccc2c1CNC(=O)CC1C(=O)NCCN1CC(C)(C)C (stereo not drawn)	5%	-7%	30%	0.3%	0.14	-0.21	0.054	-0.06	-2.8%	-1%	-4%	5%
O=C(CCN1C(=O)C2C3CCC(C3)C2C1=O)OCC(=O)c1ccccc1 (stereo not drawn)	·	-15%	-6%	-0.2%	·	·	·	·	-3.5%	9%	10%	·
O=C(Nn1c(-c2ccncc2)nc2ccccc2c1=O)c1ccc([N+](=O)[O-])cc1Cl	15%	-29%	25%	0.6%	1.3	-0.13	1.2	-2.1	-6.6%	4%	5%	-1%
O=C(NCc1ccccn1)C(=O)NCC1OCCN1C(=O)c1ccc(Cl)cc1 (stereo not drawn)	·	-25%	8%	-0.1%	·	·	·	·	-1.7%	17%	10%	·
O=C1CSC(c2ccccc2)N1c1ccc(F)cc1F (stereo not drawn)	·	3%	12%	-0.1%	·	·	·	·	-8.7%	6%	26%	·
CCN(CC)C(=O)Cn1c(=O)n(CCCCCC(=O)Nc2ccccc2)c(=O)c2sccc21	2%	-21%	27%	-0.4%	0.04	-0.21	-0.085	0.017	2.5%	-6%	0%	-1%
O=C(c1cc(-c2ccc(Cl)cc2)on1)N1CCOCC1	-3%	-30%	18%	-0.1%	-0.77	-0.23	0.12	1.3	-2.1%	1%	-113%	2%
CCc1ccc(NC(=O)CN2C(=O)C(=O)N(Cc3ccccc3)C2=O)cc1	5%	-7%	15%	-0.4%	-0.38	0.0089	0.12	0.53	-2.9%	0%	14%	4%
O=C(Nn1c(=O)[nH]c2ccsc2c1=O)c1ccccc1	5%	·	-14%	0.2%	0.57	-0.28	0.3	0.83	-0.9%	6%	-7%	3%
CCOC(=O)C1CCN(C(=O)c2cn(CCOC)c(=O)c3c2c2ccccc2n3C)CC1	7%	-32%	6%	-0.1%	-0.22	-0.19	-0.024	-0.51	2.9%	1%	7%	-55%
CC(=O)c1ccn(S(=O)(=O)c2ccc(Cl)cc2)c1	8%	-11%	6%	0.6%	1.4	-0.19	0.69	-1.6	-4.2%	0%	7%	9%
O=C(CC1(O)C(=O)Nc2cc(Cl)cc(Cl)c21)c1ccncc1 (stereo not drawn)	4%	-28%	20%	-0.5%	0.036	-0.22	0.61	0.24	-4.4%	1%	-1%	-11%
Cc1csc(C(C#N)C(=O)c2ccncc2)n1 (stereo not drawn)	10%	-12%	14%	-0.1%	-0.97	-0.22	-0.36	1	11%	-4%	-2%	22%
O=C(Nc1ccc(F)cc1)c1cccnc1Oc1ccccc1	·	-3%	28%	-0.1%	·	·	·	·	-3.2%	-10%	7%	·
O=c1[nH]cc(S(=O)(=O)NCc2ccccc2)c(=O)[nH]1	·	-9%	-17%	-0.1%	·	·	·	·	-1.3%	2%	8%	·
Clc1cccc(Cl)c1CO/N=C/c1cccs1	-7%	8%	0%	-0.4%	-0.31	1.2	-0.13	0.34	2.0%	6%	13%	-7%
O=c1[nH]c(O)c(/C=C2\C=Nc3ccccc32)[nH]1	16%	22%	16%	-0.1%	-0.62	-0.2	-0.45	1.2	2.3%	-7%	-44%	0%
COc1ccc(-c2nnc(SCc3nc4ccccc4s3)n2C(C)C)cc1	2%	-13%	-16%	-0.1%	-0.37	-0.27	0.17	-0.024	-2.7%	-12%	-14%	15%
Cc1ccccc1NC(=O)NC1(C(=O)N2CCOCC2)CCCCC1	-3%	-17%	-25%	-0.1%	-0.13	-0.31	0.057	0.15	-3.5%	6%	22%	4%
O=C1Cc2ccccc2C(=O)N1c1ccc(F)cc1Cl	·	-16%	-5%	1.3%	·	·	·	·	1.7%	20%	4%	·
